Myeloid diff MLP: compounds promoting myeloid differentiation; AID 624256; calls only at 10 µM; ER-HoxA9 myeloid progenitors, lysozyme-GFP differentiation, flow cytometry; hit rate 1% among 360,000;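 active means normalized GFP-positive differentiation at or above the plate's own cutoff, the solvent-only control mean plus 3 SD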;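 further: cells exposed to compound for four days before flow analysis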
GPR35 antagonists: inhibition of zaprinast-stimulated GPR35 beta-arrestin translocation – imaging, U2OS, beta-arrestin-GFP, zaprinast agonist, primary screen (AID 2058). U2OS GPR35 beta-arrestin-GFP translocation imaging, zaprinast antagonism; higher % means a stronger effect. inhibition, % at 10 µM, or IC50 in µM where a hit was titrated. hit rate 0.052% among 290,000;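 active means inhibition of at least 50% with at least 30 cells and total cytoplasm GFP at most 10,000,000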
NOD2 inhibition: inhibition of NOD2-driven NF-kB reporter – cell-based, luminescence, uHTS, HEK293 (AID 1566); inhibition, % at 4 µM; hits with a dose series show EC50 in µM; hit rate 0.63% among 290,000; HEK293 NOD2/NF-kB luciferase reporter, luminescence; higher % means a stronger effect; further: many of its hits are not listed in these tables
KOR beta-arrestin-1: kappa opioid receptor blockers – cell-based, luminescence, uHTS (AID 1778). KOR beta-arrestin recruitment, luminescence, antagonist mode; higher % means a stronger effect. inhibition, % at 10 µM, or IC50 in µM where a hit was titrated. hit rate 0.091% among 290,000; further: strong numbers were not always called active
KOR beta-arrestin-2: kappa opioid receptor activators – cell-based, luminescence, uHTS, primary screen (AID 1777); activation, % at 10 µM, or EC50 in µM where a hit was titrated; KOR beta-arrestin recruitment, luminescence; higher % means a stronger effect; hit rate 0.02% among 280,000; in the data active means activation above about 50%, passing the limit was not always enough; further: a part of the inactive calls stands beside numbers as strong as those of hits
GPR55 LPI antagonism: inhibition of LPI-stimulated GPR55 beta-arrestin translocation – imaging, U2OS, beta-arrestin-GFP, LPI agonist, primary screen (AID 2013); U2OS GPR55 beta-arrestin-GFP translocation imaging, LPI antagonism; higher % means a stronger effect; one-dose inhibition, % at 10 µM; IC50 in µM for titrated hits; hit rate 0.13% among 290,000;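 active means spots per cell inhibited over 60%, with over 100 cells counted and total cytoplasm intensity under 500,000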;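 further: U2OS cells stably carrying GPR55 and arrestin-GFP stimulated by 5 µM LPI near EC80; imaged beta-arrestin-GFP aggregate spots per cell after agonist stimulation; plate controls were LPI-stimulated DMSO wells for no effect and DMSO wells without LPI for full effect; some results filed as inactive read as strong as hits; confirmed hits need IC50 under 10 µM and bright autofluorescent wells are also inconclusive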
NOD1 inhibition: inhibition of NOD1-driven NF-kB reporter – cell-based, luminescence, uHTS, primary screen (AID 1578). NOD1-driven NF-kB luciferase reporter cells, luminescence; higher % means a stronger effect. one-dose inhibition, % at 4 µM; EC50 in µM for titrated hits. hit rate 1% among 290,000; in the data active means inhibition mostly above about 36%, no sharp cut-off; inactive means mostly below about 34%;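 further: HEK-293T reporter cells stimulated with the NOD1 agonist gamma-tri-DAP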
HIV peptide binding: inhibitors of HIV fusion peptide binding, primary screen, biochemical, uHTS, fluorescence dequenching (AID 1986); cell-free peptide binding, fluorescence dequenching, 30 min; higher % means a stronger effect; one-dose inhibition, % at 20 µM; IC50 in µM for titrated hits; hit rate 0.3% among 290,000; in the data active means inhibition mostly above about 52%, no sharp cut-off; inactive means mostly below about 76%; further: some results filed as inactive read as strong as hits
GPR55 beta-arrestin: selective activators of receptor GPR55 – imaging, U2OS cells, beta-arrestin-GFP redistribution, primary screen (AID 1961) | U2OS GPR55 beta-arrestin-GFP redistribution imaging; higher % means a stronger effect | activation, % at 10 µM; hits with a dose series show EC50 in µM | hit rate 0.048% among 290,000;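 active means activation above 40% with more than 50 cells counted in the well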;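 further: U2OS osteosarcoma cells stably expressing GPR55 and beta-arrestin-GFP; plate controls were DMSO negative control for no effect and LPI positive control for full effect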
Myeloid diff MLP GFP+ MAC1+ %: also measured in Myeloid diff MLP; calls as there; GFP+ MAC1+ double positive, %; measured here: differentiation confirmed by MAC1 staining
Active calls of the source: *; i = inactive; . = not tested or not shown; [ ] = another dose, or the depositor's remark. Unless noted, no stated cut-off is given here; in the data, active means inhibition above about 50%; inactive means the rest. A portion of the library. The share of hits here may be higher or lower than overall.

SMILES | Myeloid diff MLP | Myeloid diff MLP GFP+ MAC1+ % | GPR35 antagonists | NOD2 inhibition | KOR beta-arrestin-1 | KOR beta-arrestin-2 | GPR55 LPI antagonism | NOD1 inhibition | HIV peptide binding | GPR55 beta-arrestin
CCOC(=O)c1sc(-c2ccccc2)cc1N | i | 2.7 | -2% | -21% | 0% | -2.5% | -2% | -37% | -1.5% | -0.1%
O=c1c2oc3ccccc3c2[nH]c(=S)n1-c1ccc(F)cc1 | i | 0.5 | -6% | -4% | -26% | -3.6% | 1% | -27% | -1.0% | -0.3%
CCOC(=O)C1CCN(c2c(N3CCCC(C(=O)OCC)C3)c(=O)c2=O)CC1 (centres undefined) | i | 3.1 | 9% | 14% | 21% | -3.8% | -6% | 4% | 0.9% | -0.1%
Cc1ccc([N+](=O)[O-])c2c1C(N1CCCC1)C(C)(C)O2 (centres undefined) | i | 0.5 | 15% | 14% | -1% | -1.4% | 11% | -15% | -0.2% | -0.2%
COc1ccc2nc(NC3=NCCC3)sc2c1 | i | 0.1 | 4% | -63% | 18% | -1.7% | 5% | -21% | -0.5% | -0.1%
COCCCNC(=S)N1CCN(c2nc(-c3ccc(F)cc3)cs2)CC1 | i | 0.6 | 2% | 38% | -46%[20 µM] | -1.0% | 8% | 49% | -2.3% | 0.0%
c1coc(-c2nc3c([nH]2)CCc2nonc2-3)c1 | i | 1.0 | -4% | 7% | -5% | -7.4% | -4% | -27% | 11% | -0.2%
CCOC(=O)c1cc(-c2ccccc2)nc2nc(N(CC)CC)sc12 | i | 0.6 | -3% | 19% | 3% | -0.9% | 50% | -19% | 0.2% | -0.1%
Cc1ccc(C(=O)C(OC(=O)c2cnccn2)c2ccccc2)cc1C (centres undefined) | i | 0.5 | 12% | 7% | -8% | -1.5% | 11% | -11% | -2.0% | -0.2%
CCN(CC)S(=O)(=O)c1cccc(C(=O)NCCCN2CCOCC2)c1 | i | 3.1 | -2% | -1% | 18% | -6.0% | -6% | 4% | -1.3% | -0.2%
O=C(C1=C[C@H](c2ccc(C(F)(F)F)cc2)C[C@H](OCc2ccc(CO)cc2)O1)N1CCN(Cc2ccccc2)CC1 | i | 1.4 | 5% | 21% | 16% | -3.5% | 15% | -20% | 4.4% | 0.6%
O=C1CC(SC(=NCc2ccc3c(c2)OCO3)Nc2ccccc2)C(=O)N1c1ccccc1 (centres undefined) | i | 0.9 | -7% | -22% | -4% | -0.9% | 4% | -10% | -1.9% | -0.1%
O=C(NC1CCCC1)C1CCCN1C(=O)Nc1ccccc1Cl (centres undefined) | i | 1.1 | -6% | 4% | 5% | -2.7% | 4% | -29% | 1.2% | -0.1%
Cc1ccc(C)c(NC(=O)CCC(=O)NNC(=O)c2cccs2)c1 | i | 0.1 | -5% | -16% | -5% | 6.9% | 5% | 41% | 0.9% | 0.6%
N#Cc1nc(COc2ccc(Cl)cc2)oc1N1CCN(Cc2ccccc2)CC1 | i | 0.8 | 14% | -27% | 2% | 0.8% | -2% | -31% | 3.2% | -0.1%
COc1cc(C2=NOC(C(=O)N3CCCCCC3)C2)cc(OC)c1OC (centres undefined) | i | 1.6 | -2% | 6% | -5% | -0.5% | 14% | -47% | -1.6% | 0.0%
CCOC(=O)CCNC(=O)Nc1ccc2nc(C)n(Cc3ccccc3Cl)c(=O)c2c1 | i | 6.1 | -4% | 6% | -35% | -5.5% | 8% | 11% | -3.3% | -0.2%
CC(C)(C)c1nnc(N/N=C/c2ccc(Br)cc2)n(N)c1=O | i | 0.9 | -10% | 2% | -10% | -0.6% | 5% | -33% | -1.9% | -0.2%
CCOC(=O)Nc1ccc2nc(Sc3ccc(Cl)cc3)sc2c1 | . | . | 25% | -21% | -12% | -0.9% | -6% | 6% | 3.2% | 0.5%
CC(C)(C)NC(=O)Cn1c(SCC(=O)NC2CCCC2)nc2ccccc21 | i | 0.4 | -18% | 9% | . | . | 14% | -30% | 1.4% | 0.6%
CCOC(=O)Cc1csc(NC(=O)Cc2ccccc2)n1 | i | 0.6 | 7% | 3% | -47%[20 µM] | . | 16% | -20% | -0.8% | -0.1%
CC(C)(C)NC(=S)N/N=C/c1cccnc1 | i | 0.3 | -8% | -5% | 11% | 3.2% | -8% | -10% | -0.9% | -0.2%
CC(=O)Nc1ccc(C(=O)CSc2nnc(C)o2)cc1 | i | 1.1 | 17% | -7% | 3% | -1.5% | -11% | 8% | 3.7% | -0.2%
CCCCn1c(N)c(N(CCC(C)C)C(=O)COC(=O)c2ccccc2)c(=O)[nH]c1=O | i | 1.1 | 10% | -3% | -21% | 4.6% | 0% | -26% | 0.7% | -0.2%
CCCCn1nnnc1NCc1cc(OC)c(OC)c(OC)c1 | i | 9.0 | 3% | 14% | 21% | -9.9% | 10% | 4% | -1.6% | -0.3%
Next records follow.
SMILES | Myeloid diff MLP | Myeloid diff MLP GFP+ MAC1+ % | GPR35 antagonists | NOD2 inhibition | KOR beta-arrestin-1 | KOR beta-arrestin-2 | GPR55 LPI antagonism | NOD1 inhibition | HIV peptide binding | GPR55 beta-arrestin
C/C(=N\NC(=O)c1ccc(CSc2nncn2C)cc1)c1ccc(Cl)cc1 | i | 0.3 | 0% | 14% | . | 4.0% | 9% | -13% | 1.4% | 0.6%
COc1ccccc1-c1nnc(SCC(=O)NCc2ccco2)n1N | i | 0.4 | 2% | 8% | -16% | 4.9% | 8% | -38% | -0.6% | 0.1%
CC(=O)c1cnc2cc(-c3ccc(C)cc3)nn2c1C | i | 7.0 | -7% | -75% | -9% | -3.2% | 14% | -43% | 3.4% | 0.8%
Cc1nc2ccccc2c2oc(C(=O)NCc3ccc4c(c3)OCO4)cc12 | i | 2.6 | 2% | 46% | -11% | 9.4% | -1% | 38% | -0.1% | -0.2%
Cc1ccc(CN(c2ccc(C(=O)NCC3CCCO3)cc2)S(C)(=O)=O)cc1 (centres undefined) | i | 0.5 | -1% | 29% | -15%[20 µM] | -1.0% | 10% | -5% | -0.9% | 0.5%
COC(=O)C(=Cc1ccc(-c2ccsc2C(=O)OC)o1)C(=O)OC | i | 0.6 | -8% | -102% | 1% | -5.0% | 6% | 1% | -1.0% | -0.4%
COc1ccc(CCC(=O)Nc2nccs2)cc1OC | i | 0.4 | 0% | -30% | -22% | 4.0% | -3% | 1% | -0.9% | 0.0%
CC(=O)c1c(C)oc2ccc(N(C(=O)C3CCCCC3)S(=O)(=O)c3cc([N+](=O)[O-])ccc3C)cc12 | i | 1.2 | -13% | 2% | 47% | -2.1% | 2% | 11% | -0.6% | -0.2%
O=C(N/N=C/c1cn(-c2ccccc2)nc1-c1cccs1)c1ccccc1F | i | 0.5 | -3% | -7% | 12% | -0.5% | 27% | -10% | 0.7% | 0.5%
O=c1c(Cc2ccccc2)c(O)nc2n1CCS2 | i | 1.1 | -9% | 18% | 11% | 2.7% | 5% | 0% | 2.1% | -0.1%
COC(=O)c1cc(NC(=O)c2ccccc2F)cc(C(=O)OC)c1 | i | 0.5 | 3% | 7% | 10% | -5.6% | 8% | -38% | -1.0% | 0.5%
Cc1c(OCc2ccc(C(=O)O)cc2)ccc2c(-c3ccccc3)cc(=O)oc12 | i | 0.5 | -12% | 29% | -18% | 0.8% | 8% | 5% | 51% | -0.1%
O=C(c1cccc(-c2ccccc2F)c1)N1CC[C@@H](N2CCC(O)CC2)[C@H](O)C1 | i | 6.3 | 2% | 10% | 14% | -1.6% | 9% | -26% | 2.6% | -0.1%
O=C(c1ccc2c(c1)OCO2)N1CCN(c2ncccn2)CC1 | i | 0.5 | -9% | 10% | . | 9.0% | 9% | -25% | -0.7% | 0.1%
O=C1N/C(=C/c2cccs2)C(=O)N1Cc1ccc(F)cc1 | i | 0.2 | -11% | 4% | -40%[20 µM] | -2.1% | 16% | -12% | -1.2% | 0.5%
CC(=O)Nc1ccc(S(=O)(=O)Nc2cc(C)ccn2)cc1 | i | 0.5 | 0% | -2% | 11% | -5.4% | 14% | -14% | 0.6% | -0.6%
CCn1c(-c2cccc(Br)c2)n[nH]c1=S | i | 1.0 | 0% | 5% | 23% | -3.9% | 1% | . | -0.9% | 0.4%
CC(=O)Nc1c(O)nc(SCC(=O)N2CCN(c3ccc(F)cc3)CC2)[nH]c1=O | i | 7.8 | 11% | -9% | 16% | -0.1% | -4% | -27% | 0.4% | -0.2%
CCCSC1=NN2CCCC(=O)N=C2S1 | i | 0.4 | -1% | -7% | -28% | -1.0% | 11% | 1% | -0.4% | -0.5%
Cc1cc(C(=O)NCc2ccc(C(=O)O)o2)c(C)o1 | i | 5.6 | 14% | 0% | -43% | -2.7% | 9% | -11% | 16% | 0.0%
O=C(c1cc(S(=O)(=O)N2CCOCC2)ccc1F)N1CCCc2ccccc21 | i | 0.6 | -16% | 12% | 11% | -1.7% | -2% | -5% | 2.3% | -0.2%
CC1CCN(c2ccc(NC(=O)c3ccccc3[N+](=O)[O-])cc2)CC1 | i | 0.1 | 8% | -20% | -59%[20 µM] | 1.8% | -13% | -24% | -2.3% | -0.1%
CCNc1sc(C(=O)OCC)c(N)c1C#N | i | 0.9 | 3% | 12% | 1% | 0.3% | 15% | -12% | 3.7% | -0.3%
Cc1cccc(CS(=O)(=O)Cc2ccc(C(=O)O)o2)c1 | i | 0.9 | 5% | 6% | 30% | -4.6% | -4% | 2% | -2.1% | -0.1%
COc1ccc(CN(C(=O)Cc2cccs2)C(C(=O)NC2CCCC2)c2ccncc2)cc1 (centres undefined) | i | 6.2 | 1% | -30% | -27% | 4.7% | -7% | -45% | 2.4% | 0.2%
The results go on:
SMILES | Myeloid diff MLP | Myeloid diff MLP GFP+ MAC1+ % | GPR35 antagonists | NOD2 inhibition | KOR beta-arrestin-1 | KOR beta-arrestin-2 | GPR55 LPI antagonism | NOD1 inhibition | HIV peptide binding | GPR55 beta-arrestin
CC(C)CC[n+]1ccn(C2=C([O-])c3ccccc3C(=O)/C2=N\S(=O)(=O)c2ccccc2)c1 | i | 4.6 | -3% | 25% | -16% | 1.4% | 2% | -1% | -1.1% | -0.1%
NNC(=O)c1ccc(S(=O)(=O)N2CCc3ccccc32)cc1 | i | 0.1 | -4% | 16% | -8%[20 µM] | 0.5% | -3% | 56% | -1.2% | -0.1%
CCCN1CCC(=O)N([C@H](COc2ccccc2)CC(C)C)CC1 | i | 1.7 | -7% | 14% | -31%[20 µM] | -1.5% | -8% | -15% | 0.9% | 0.8%
Cc1ccc(S(=O)(=O)NC(=O)c2ccccc2C)cc1 | i | 0.6 | 4% | 15% | 8% | 4.2% | 20% | -20% | 0.4% | -0.1%
Cc1c(C)n(C)c2ccc(C(=O)NCCCN3CCCCC3C)cc12 (centres undefined) | i | 4.9 | 17% | 24% | -20% | 2.2% | 3% | -1% | -0.4% | -0.1%
COC(CNC(=O)CN1C(=O)COc2ccc(S(=O)(=O)N3CCOCC3)cc21)OC | i | 2.5 | 9% | -9% | -16% | 3.5% | -17% | 4% | 0.4% | -0.1%

Source: PubChem BioAssay
